Screening data: PubChem, Broad Institute
S100A4 inh HTS: inhibitors of human S100A4 binding to myosin IIA peptide | S100A4/TAMRA-MyoIIA peptide fluorescence polarization | inhibition, % at 10.7 µM | hit rate 0.14% among 360,000 | AID 652163 | P26447;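 active means mean inhibition of at least 70% across replicates, with every replicate also reaching that level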
Target sequence (P26447 whole entry, looked up): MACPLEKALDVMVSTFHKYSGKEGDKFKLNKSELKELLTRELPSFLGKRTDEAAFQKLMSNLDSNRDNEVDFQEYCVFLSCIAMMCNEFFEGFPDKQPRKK
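Compound dosing: one dose per compound; test system: human S100A4 monomer with TAMRA-labelled myosin IIA peptide; probe or stimulus: TAMRA-labelled myosin IIA heavy-chain peptide probe, 5 nM; medium: HEPES buffer with Ca2+, pH 7.2; schedule: 5 min incubation before reading; benchmarks: neutral control DMSO, positive control TFP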
Cneo AK release: Cryptococcus neoformans lysis via adenylate kinase release; AID 651654; lysis activity, % at 15 µM; hit rate 0.2% among 360,000; C. neoformans lysis, adenylate kinase release luminescence, 4 h; normalised: neutral wells 0, clomiphene wells 100;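 active means mean lysis activity across replicates of at least 80%, whatever share of replicates individually reach that level; inactive means mean lysis activity below 80%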
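Assay system: C. neoformans cells. Amount: yeast cell density of 5 × 10^6 cells/mL. Technique: AK luminescence. Buffer or medium: YPD. Times: static 4 h at 37 °C with compound, 1 h detection. Dosing: single-point compound dose. Read-out: lysis from increased AK signal.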
ERAP1 HTS inh: ERAP1 (human) enzyme inhibition; recombinant ERAP1, Leu-AMC fluorescence, 60 min; Q9NZ08; inhibition, % at 10.7 µM; hit rate 0.15% among 340,000;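 active means mean replicate inhibition of at least 30%, or all replicates individually reaching that 30% level; inactive means mean below 30% and not every replicate reaching it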;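 further: 0% = neutral control wells and 100% = L-leucinethiol positive control wells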
Target sequence (Q9NZ08 whole entry, looked up): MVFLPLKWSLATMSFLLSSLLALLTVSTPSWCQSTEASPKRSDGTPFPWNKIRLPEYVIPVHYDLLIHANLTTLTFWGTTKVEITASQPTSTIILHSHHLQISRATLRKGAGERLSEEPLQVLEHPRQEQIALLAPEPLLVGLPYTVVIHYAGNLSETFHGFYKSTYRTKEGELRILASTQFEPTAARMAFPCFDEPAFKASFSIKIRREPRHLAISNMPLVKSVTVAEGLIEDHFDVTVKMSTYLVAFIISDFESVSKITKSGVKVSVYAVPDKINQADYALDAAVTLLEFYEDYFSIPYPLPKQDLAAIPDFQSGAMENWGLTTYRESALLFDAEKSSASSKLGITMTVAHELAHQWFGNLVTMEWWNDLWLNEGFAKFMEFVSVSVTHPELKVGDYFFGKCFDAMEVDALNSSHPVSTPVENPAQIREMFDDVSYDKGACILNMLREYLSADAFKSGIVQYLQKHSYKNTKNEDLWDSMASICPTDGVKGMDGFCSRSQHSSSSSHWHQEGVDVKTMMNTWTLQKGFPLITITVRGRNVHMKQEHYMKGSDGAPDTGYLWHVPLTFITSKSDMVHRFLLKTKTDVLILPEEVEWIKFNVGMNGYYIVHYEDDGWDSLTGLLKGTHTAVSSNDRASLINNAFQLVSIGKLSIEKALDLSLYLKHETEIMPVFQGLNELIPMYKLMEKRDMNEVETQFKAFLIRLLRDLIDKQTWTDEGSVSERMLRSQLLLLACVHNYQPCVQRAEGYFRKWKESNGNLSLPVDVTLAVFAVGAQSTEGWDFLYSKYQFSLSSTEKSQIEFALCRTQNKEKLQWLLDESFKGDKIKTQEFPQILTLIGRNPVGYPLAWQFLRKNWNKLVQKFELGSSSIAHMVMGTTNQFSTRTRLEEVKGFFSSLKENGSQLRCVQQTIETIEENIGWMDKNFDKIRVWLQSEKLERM
Statin myotox sup: suppressors of simvastatin-induced myotoxicity in C2C12 myotubes | hit rate 0.78% among 330,000 | ATP luminescence, 48 h; scaled: DMSO 0, geranylgeraniol control 100 | rescue of ATP level, % at 7.49 µM;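 active means mean ATP rescue above about 67%, or every replicate alone reaching that limit, limit read from the data, passing the limit was not always enough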;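 further: myotubes were challenged with 10 µM simvastatin during compound exposure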
SIRT5 inh: blocks human SIRT5 desuccinylation of peptide; Q9NXA8; Purified SirT5, succinyl-peptide AMC, trypsin-coupled fluorescence; inhibition, % at 15 µM; hit rate 1.1% among 330,000; in the data active means inhibition above about 15%
PGC1a acetyl inh: modulators of PGC1a acetylation; U2OS PGC1a acetylation, AlphaScreen anti-acetyl-lysine; with virally co-expressed GCN5 acetyltransferase; AID 651687; inhibition, % at 15.6 µM; hit rate 0.17% among 350,000;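 active means every replicate shows inhibition of at least 40%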;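 further: 0% = neutral control wells and 100% = positive control wells; some results beyond the cut were filed as inactive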
XiGFP reactiv: X-chromosome reactivation activator; XiGFP mouse fibroblasts, % GFP-positive cells imaging, 3 d; cells co-treated with 5-aza-dC sensitizer; scaled so ellipticine positive control = 100%; activation, % at 7.58 µM; hit rate 0.055% among 360,000;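 active means mean normalized replicate activation at least 10% and every replicate at or above 10%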;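 further: 0% = median of on-plate neutral control wells and 100% = ellipticine 6 µM median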
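Assay system – SV40-immortalized XiGFP fibroblast cells, line 68-5-11 · Buffer or medium – DMEM supplemented with 5-aza-dC as sensitizing agent · Dosing – one concentration, pinned · Benchmarks – positive control ellipticine, 6 µM final · Times – 3 days compound exposure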
LGR2 inh: inhibitors of bursicon-induced Drosophila LGR2 receptor cAMP signaling; HEK293 LGR2, CRE-luciferase, bursicon-stimulated, 4 h; inhibition, % at 9.99 µM; hit rate 0.35% among 380,000;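 active means drop in luminescence signal, shown as inhibition above about 50% in the replicate tests, limit read from the data, passing the limit was not always enough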;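 further: agonist challenge used bursicon conditioned medium at about half maximal strength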
Starred values were filed as active, the others as inactive; x = not tested or not shown; & = joins results of further samples. An excerpt (hit frequency here may not be typical).

SMILES	S100A4 inh HTS	Cneo AK release	ERAP1 HTS inh	Statin myotox sup	SIRT5 inh	PGC1a acetyl inh	XiGFP reactiv	LGR2 inh
NC(N)=NCCCC(N)C(=O)CC(Cc1ccccc1)C(=O)O (stereo not drawn)	1	-1	2	x	4	-2	x	x
O=C(Nc1ccc(S(=O)(=O)Nc2ncccn2)cc1)c1cc([N+](=O)[O-])ccc1Cl	-10	2	-1	21	0	-2	0.0	9
N#CCSc1nnc(CNc2cccc(Cl)c2)o1	x	1	x	-1	x	-6	x	4
O=C(CSc1nnc(COc2ccc(Cl)cc2)o1)N1CCOCC1	4	x	-1	6	1	x	0.0	12
OC[C@H]1[C@H](c2ccc(-c3cccnc3)cc2)[C@@H]2CN(CC3CC3)CCCCN12	7	-1	23	34	1	0	0.2	3
Cc1cccc(N=C2NC(=O)/C(=C/c3cccnc3)S2)c1C	2	2	1	x	-6	-4	0.0	x
COc1ccc(N2CCN(C(=O)c3ccc(CS(=O)c4cccc(C)c4)o3)CC2)cc1 (stereo not drawn)	-23	1	0	2	-4	-3	0.4	20
CCCCN(C(=O)C(C)N1C(=O)c2ccccc2C1=O)c1c(N)n(CC(C)C)c(=O)[nH]c1=O (stereo not drawn)	-3	2	1	1	-2	21	-0.6	-3
CC(C)NCC(O)COc1ccc(Br)cc1 (stereo not drawn)	-1	x	-1	x	-2	x	0.1	x
O=C(NNC(=O)c1cccnc1)c1ccncc1	-1	x	0	-2	-2	0	0.0	-10
Cc1cccc(C)c1-n1nnnc1C(c1ccnc2ccccc12)N1CCCN(C(=O)OC(C)(C)C)CC1 (stereo not drawn)	-5	x	1	x	1	x	0.1	9
COc1ccc(S(=O)(=O)Nc2cccc3c2O[C@@H](CN(C)Cc2ccc4c(c2)OCO4)[C@@H](C)CN([C@@H](C)CO)C3=O)cc1	-6	-7	-1	5	1	-8	0.8	-11
COc1ccccc1S(=O)(=O)N[C@H]1CC[C@@H](CC(=O)N2CCOCC2)O[C@@H]1CO	1	-3	1	-7	-1	1	0.2	-1
CCOc1cccc(CN2CCCC(N3CCc4ccccc4C3)C2)c1O (stereo not drawn)	5	-1	-2	-8	-2	-5	0.4	3
O=[N+]([O-])c1ccc(O)c(/C=N/NC(=S)Nc2ccc(Cl)cc2Cl)c1	-1	-2	0	x	-1	5	-0.1	-2
O=[N+]([O-])c1ccc(/C=N/Nc2nc(N3CCCCC3)nc(N3CCCCC3)n2)cc1	-21	x	0	x	1	x	0.0	x
CCOC(=O)C(=NCC1CCCO1)NNc1cc(Cl)ccc1Cl (stereo not drawn)	2	x	-5	x	-3	6	0.0	-12
C[C@H](CO)N1C[C@H](C)[C@@H](CN(C)C(=O)CCCN(C)C)OCc2cn(nn2)CCCC1=O	-5&-3	-1&-1	1&1	6&-12	-3&3	9&3	0.0	3&-11
O=C(C1CCCCC1)N1C[C@H]2[C@@H](c3ccccc31)[C@H](CO)N2Cc1ccccc1Cl	-3	-5	4	3	1	-30	0.0	17
CCCN(Cc1ccccc1)C(=S)Nc1ccc(C(C)=O)cc1	1	1	-3	1	5	3	-0.1	-34

Four entries drawn at random from the list so far, as already listed:
SMILES	S100A4 inh HTS	Cneo AK release	ERAP1 HTS inh	Statin myotox sup	SIRT5 inh	PGC1a acetyl inh	XiGFP reactiv	LGR2 inh
CCCCN(C(=O)C(C)N1C(=O)c2ccccc2C1=O)c1c(N)n(CC(C)C)c(=O)[nH]c1=O (stereo not drawn)	-3	2	1	1	-2	21	-0.6	-3
O=[N+]([O-])c1ccc(/C=N/Nc2nc(N3CCCCC3)nc(N3CCCCC3)n2)cc1	-21	x	0	x	1	x	0.0	x
O=C(C1CCCCC1)N1C[C@H]2[C@@H](c3ccccc31)[C@H](CO)N2Cc1ccccc1Cl	-3	-5	4	3	1	-30	0.0	17
CCOC(=O)C(=NCC1CCCO1)NNc1cc(Cl)ccc1Cl (stereo not drawn)	2	x	-5	x	-3	6	0.0	-12

Back to the main list, repeating the 2 entries before the break.
SMILES	S100A4 inh HTS	Cneo AK release	ERAP1 HTS inh	Statin myotox sup	SIRT5 inh	PGC1a acetyl inh	XiGFP reactiv	LGR2 inh
O=C(C1CCCCC1)N1C[C@H]2[C@@H](c3ccccc31)[C@H](CO)N2Cc1ccccc1Cl	-3	-5	4	3	1	-30	0.0	17
CCCN(Cc1ccccc1)C(=S)Nc1ccc(C(C)=O)cc1	1	1	-3	1	5	3	-0.1	-34
CCCC(=O)Nc1ccc2c(c1)C(=O)N(C)C[C@@H](OC)[C@H](C)CN(CC1CCOCC1)[C@@H](C)CO2	x	x	x	0	x	-15	0.2	4
CN(C)CCCNC(=O)C[C@H]1CC[C@H]2[C@@H](COC[C@@H](O)CN2CC2CCCCC2)O1	4	x	1	x	-1	-3	0.1	12
CC(C)(C)NCC(O)Cn1cc(C=O)c2ccccc21 (stereo not drawn)	-2	0	-4	23	0	17	0.0	-8
Cc1ccc(-c2cnc3c(c2)C(=O)N([C@@H](C)CO)C[C@H](C)[C@H](CN(C)C(=O)Cc2ccncc2)O3)cc1	-16	4	-2	2	1	4	0.1	16
COc1cc(C2=Nc3c(c(C)nn3-c3ccccc3)P(=O)(N3CCOCC3)O2)cc(OC)c1OC (stereo not drawn)	4	4	14	-28	1	-5	x	4
CC(C)(C)OC(=O)NC(Cc1ccccc1)C(=O)N1CCC(C(=O)NCC(=O)Nc2ccc(F)cc2)CC1 (stereo not drawn)	2	14	4	9	0	-1	0.2	5
O=C(N/N=C/c1cccc2ccccc12)c1cc2ccccc2o1	1	3	-1	-19	-1	x	-0.2	5
COc1cc(C(=S)N2CCOCC2)ccc1OS(=O)(=O)c1ccc(C)cc1	-1	-1	-5	-9	-4	x	0.0	-1
Cc1noc(C)c1S(=O)(=O)Nc1ccc2c(c1)C(=O)N([C@H](C)CO)C[C@H](C)[C@@H](CN(C)Cc1ccc(Cl)c(Cl)c1)O2	27	-1	-1	x	-2	4	0.2	-29
CCN(c1ccccc1)S(=O)(=O)c1ccc(N)cc1	2	-1	x	-8	x	-1	0.0	4
CCCC(=O)Nc1ccc2c(c1)OC[C@H](C)N(C(=O)c1cnccn1)C[C@H](C)[C@@H](OC)CN(C)C2=O	-7	x	0	x	x	2	-0.3	-4
CC(=O)NC[C@H]1[C@H](c2ccc(C3=CCCCC3)cc2)[C@H](CO)N1C(=O)NC(C)C	x	-2	x	16	x	3	0.1	2
CCC(=O)Nc1ccc2c(c1)OC[C@H](C)N(CCc1ccccc1)C[C@@H](C)[C@@H](OC)CN(C)C2=O	1	-4	x	13	10	-11	0.0	7
C[C@@H]1CCCCO[C@H](CN(C)S(=O)(=O)c2ccc(F)cc2)[C@H](C)CN([C@H](C)CO)C(=O)c2cc(NS(=O)(=O)c3ccc(F)cc3)ccc2O1	x	-1	x	x	x	-5	0.0	3
C[C@@H]1CN([C@H](C)CO)C(=O)c2cc(C#Cc3cccc(F)c3)cnc2O[C@H]1CN(C)CC1CCOCC1	3	16	4	23	-3	0	0.1	6
O=S(=O)(c1ccccc1)c1cnc(-c2cccnc2)nc1-c1ccc(Cl)cc1Cl	-2	x	-4	-20	-1	-2	x	47
CCc1onc(C)c1C(=O)O	-3	-2	6	6	-3	-11	0.1	-7
C[C@H]1CN([C@@H](C)CO)C(=O)c2cc(NC(=O)NC3CCCCC3)ccc2O[C@@H]1CN(C)C(=O)Nc1ccc(F)cc1	6	3	2	13	-5	-8	-0.4	0
O=C(C[C@@H]1C=C[C@H](NS(=O)(=O)c2ccc(F)cc2)[C@@H](CO)O1)NCc1ccccc1F	2	x	3	x	1	-4	0.3	-14
CCOC(=O)N1CCN(C(=O)c2ccc(CNS(=O)(=O)c3ccc(NC(C)=O)cc3)cc2)CC1	-3	0	1	5	-4	-2	0.0	2
CN1c2ccc(Cl)cc2C(=O)NC1c1ccc([N+](=O)[O-])s1 (stereo not drawn)	1	-2	x	-6	3	-2	0.1	1
O=C(NCC[C@@H]1CC[C@@H](NC(=O)C2CCOCC2)[C@H](CO)O1)c1ccc(F)cc1	1	-1	0	7	-2	-2	-0.6	19
O=C(c1ccccc1)N1CC[C@@H]2[C@H](CO)Nc3ccc(-c4ccc(F)cc4)cc3[C@@H]21	x	57	x	-12	x	6	0.0	-42
CSc1ccc(CNC(=O)Cc2ccc(NC(=O)C3=C(C)OCCS3)cc2)cc1	13	1	-1	-12	-3	-4	0.6	-62
O=Cc1ccc(N2CCN(S(=O)(=O)c3ccc4c(c3)CC(=O)N4)CC2)cc1	-2	0	x	12	-4	x	0.0	-8
Cc1sc(Cc2nc(O)cs2)nc1-c1ccccc1	1	-5	9	x	3	-1	0.0	-10
O=C(CCNC(=O)c1ccc([N+](=O)[O-])cc1)Nc1ccccc1N1CCCCC1	5	x	2	-3	6	x	-0.1	27
Cc1ccc(S(=O)(=O)N2CCC[C@H]2C(=O)OCc2cc(=O)oc3cc(C)ccc23)cc1	-12	2	-3	2	-1	0	0.2	-14
CC(C)CC#Cc1ccc([C@@H]2[C@@H](CO)N3C(=O)CN(C(=O)c4cnccn4)C[C@H]23)cc1	-5	x	2	x	1	3	0.1	-2
CN(C(=O)COC(=O)c1cncc(Br)c1)C1CCCCC1	9	0	4	-3	-9	5	0.0	-18
CCNc1ccc(C(=O)OCC(=O)N2c3ccccc3NC(=O)C2(C)C)cc1[N+](=O)[O-]	5	x	-3	x	-1	x	0.0	5
CC(C)NC(=O)Nc1cccc2c1O[C@H](CN(C)C(=O)Nc1ccc(C(F)(F)F)cc1)[C@H](C)CN([C@H](C)CO)C2=O	6	-3	0	0	4	4	-0.3	7
O=C(NCC[C@H]1CC[C@H](NS(=O)(=O)c2ccc(F)cc2)[C@H](CO)O1)c1ccccc1F	-8	x	-2	x	-3	3	0.4	33
O=c1c2c(nc3cc(-c4cccc(F)c4)[nH]n13)CCC2	-2	11	-1	-3	0	-11	0.0	4
CO[C@@H]1CN(C)C(=O)c2cc(NC(=O)C3CC3)ccc2OC[C@@H](C)N(C(C)=O)C[C@@H]1C	-7	-9	0	-2	-8	-10	-0.7	-3
Cc1ncoc1C(=O)N1CCCC(C(=O)c2cccc(C(F)(F)F)c2)C1 (stereo not drawn)	0	x	x	x	-4	-4	0.2	2
CCOC(=O)COn1c(=O)c(-c2ccc(F)cc2)[n+]([O-])c2ccccc21	-1	3	-3	23	2	x	0.0	-14
C[C@@H]1CCCCO[C@H](CN(C)CC2CCCCC2)[C@H](C)CN([C@@H](C)CO)C(=O)c2cc(NS(C)(=O)=O)ccc2O1	1	-1	0	-13	-5	7	0.3	7
C[C@H]1CN([C@@H](C)CO)C(=O)c2cc(NC(=O)Nc3cccc4ccccc34)ccc2O[C@H]1CN(C)Cc1ccc(C(=O)Nc2ccccc2N)cc1	6	2	1	202*	2	-3	0.0	-3
CC(C)NC(=O)N(C)C[C@@H]1Oc2c(NC(=O)Nc3ccc(F)cc3)cccc2C(=O)N([C@H](C)CO)C[C@@H]1C	-4	3	0	-3	8	-8	-0.1	-6
C[C@H]1CN([C@@H](C)CO)S(=O)(=O)c2ccc(C#Cc3ccccc3F)cc2O[C@@H]1CN(C)C(=O)Cc1cccnc1	2	30	-1	25	2	x	0.2	14
CC(C)C(c1nnnn1Cc1ccccc1)N1CCc2ccccc2C1 (stereo not drawn)	-3	-1	-1	-3	-4	-6	x	1
